Assay outcomes: PubChem, several laboratories
NCOA1 inh: inhibitors of human steroid receptor coactivator 1 (SRC1). Q15788. HEK293 GAL4-SRC1 luciferase reporter, luminescence. inhibition, % at 3.6 µM. actives 0.12% (n = 360,000);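 active = inhibition above the campaign mean plus 3 SD, with each screening campaign given its own cutoff, cut at about 60% in these data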;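 also: 0% = DMSO treated cells and 100% = gossypol at 36 µM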
TROY NFkB inh: TROY signaling inhibition; AID 1347056; inhibition, % at 10 µM; actives 0.98% (n = 360,000); Q293 LMP1-TROYcd NF-kB luciferase reporter, 4 h;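 active = compounds whose plate-normalised and pattern-corrected inhibition of the luciferase reporter signal at the single screening dose is 50% or more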
TLR9-MyD88 inh: blocks human TLR9 binding to MyD88 | Q9NR96+Q99836 | CHO BLA complementation TLR9-MyD88, CCF4 FRET ratio | inhibition, % at 4.98 µM | actives 0.21% (n = 340,000) | AID 504734;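 active = inhibition above the mean over all tested compounds plus 3 SD, cut at about 21% in these data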;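 also: 0% = DMSO only wells and 100% = clavulanate BLA inhibitor control wells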
NCOA3 inh: human NCOA3 inhibition | actives 0.17% (n = 360,000) | AID 588352 | HEK293 GAL4-SRC3 luciferase reporter, luminescence | inhibition, % at 3.6 µM;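 active = inhibition above a per-campaign cutoff, the mean of all compounds plus 3 SD, cut at about 60% in these data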;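 also: 0% = DMSO-treated cells and 100% = gossypol-treated cells at 36 µM; higher means less SRC3-driven luciferase light from the GAL4 reporter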
NR5A2 inv ag: inverse agonists of human LRH-1 (NR5A2). O00482. HEK293T StAR-luciferase reporter, LRH-1 transfected, 24 h. inhibition, % at 3.6 µM. actives 0.13% (n = 360,000). AID 602396;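 active = inhibition above the mean inhibition of all tested compounds plus 3 SD, cut at about 73% in these data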;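 also: 0% = DMSO wells and 100% = reporter-only cells lacking LRH-1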
TRAIL sens C8: caspase-8 TRAIL sensitization. inhibition (viability loss, TRAIL sensitization), % at 10 µM. NB7+C8 cells + TRAIL, ATPlite viability luminescence. actives 1% (n = 360,000). AID 624354;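 active = compounds causing at least 50% loss of cell viability in the single-dose screen, relative to plate controls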
LMP1 NFkB inh: reduces LMP1-driven NF-kappaB luciferase signal; AID 504558; inhibition, % at 12.5 µM; LMP1-induced NF-kappaB luciferase reporter cells, luminescence; actives 0.69% (n = 350,000); in the data active = inhibition above about 41%;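 also: 0% = neutral control wells and 100% = reference inhibitor control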
NOD2-RIPK2 inh: blocks binding of human NOD2 to RIPK2; inhibition, % at 4.98 µM; actives 0.38% (n = 360,000); O43353; CHO BLA complementation NOD2-RIPK2, CCF4 ratio; AID 624267; in the data active = inhibition above about 21%;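 also: 0% = vehicle only and 100% = reference blocker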
Target sequence (O43353 whole entry, looked up): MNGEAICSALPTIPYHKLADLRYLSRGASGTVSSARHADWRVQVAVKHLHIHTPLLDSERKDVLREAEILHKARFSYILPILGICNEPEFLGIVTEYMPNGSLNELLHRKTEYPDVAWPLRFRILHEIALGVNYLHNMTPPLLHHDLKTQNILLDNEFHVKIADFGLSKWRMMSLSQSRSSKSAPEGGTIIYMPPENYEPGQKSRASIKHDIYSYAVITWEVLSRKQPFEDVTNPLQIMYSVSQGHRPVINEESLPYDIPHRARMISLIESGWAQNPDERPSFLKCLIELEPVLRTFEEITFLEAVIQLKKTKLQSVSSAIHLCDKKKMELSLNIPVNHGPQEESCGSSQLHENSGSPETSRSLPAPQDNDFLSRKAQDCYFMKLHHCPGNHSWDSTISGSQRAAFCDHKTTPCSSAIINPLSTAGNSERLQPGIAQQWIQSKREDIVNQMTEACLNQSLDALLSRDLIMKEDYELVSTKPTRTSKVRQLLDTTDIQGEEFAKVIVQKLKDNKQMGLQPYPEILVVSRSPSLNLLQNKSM
NR2F2 inh: blocks human COUP-TFII nuclear receptor. P24468. HEK293T NGFI-A luciferase reporter, luminescence. inhibition, % at 8.6 µM. actives 0.7% (n = 370,000);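 active = inhibition above a per-plate cutoff, mean inhibition of test wells between control levels plus 3 SD, cut at about 38% in these data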;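 also: cells cotransfected with COUP-TFII expression vector driving the NGFI-A reporter; 0% = median of COUP-TF2 test wells and 100% = reporter-only cells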
Target sequence (P24468 whole entry, looked up): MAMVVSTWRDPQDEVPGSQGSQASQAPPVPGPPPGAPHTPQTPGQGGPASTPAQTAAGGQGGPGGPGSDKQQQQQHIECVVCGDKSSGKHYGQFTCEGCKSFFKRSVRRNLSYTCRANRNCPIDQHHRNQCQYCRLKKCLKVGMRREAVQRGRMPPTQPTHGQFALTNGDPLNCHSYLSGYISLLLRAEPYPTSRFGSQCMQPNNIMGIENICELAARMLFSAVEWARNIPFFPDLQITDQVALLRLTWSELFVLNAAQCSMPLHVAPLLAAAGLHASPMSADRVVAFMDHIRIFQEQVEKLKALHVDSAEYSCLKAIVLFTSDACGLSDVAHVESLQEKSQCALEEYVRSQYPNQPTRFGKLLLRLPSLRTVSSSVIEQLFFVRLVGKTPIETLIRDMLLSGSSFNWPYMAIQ
NCOA2 inhibitor: human SRC2 (NCOA2) inhibition | Q15596 | HEK293 GAL4-SRC2 luciferase reporter, luminescence | inhibition, % at 9 µM | actives 0.17% (n = 370,000) | AID 651957;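 active = inhibition above the mean inhibition of all tested compounds plus 3 SD, set per campaign, cut at about 52% in these data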;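 also: 0% = DMSO treated cells and 100% = cells given Gossypol at 36 µM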
Vif inh: HIV Vif inhibition; HEK293T cells, Vif self-association by quenched fluorescence, imaging, 24 h; inhibition, % at 7.49 µM; actives 0.35% (n = 340,000); in the data active = inhibition above about 50%, passing the limit was not always enough; also: some results filed as inactive read as strong as hits
The depositor's hits bear a star; . = not tested or not shown. A portion of the library; count on the stated rates, not on these rows.

Sequence of screens: NR5A2 inv ag	TROY NFkB inh	Vif inh	TLR9-MyD88 inh	NR2F2 inh	LMP1 NFkB inh	NCOA2 inhibitor	TRAIL sens C8	NOD2-RIPK2 inh	NCOA1 inh	NCOA3 inh
> COc1ccc2cc(Br)ccc2c1CC(=O)NC(C)C
  -11.1	5.2	7.2	-4.3	-23.1	8.5	-20.4	-2.2	-3.4	-3.4	20.1
> O=C(CSc1ccc(-c2ccco2)nn1)NCc1ccccc1
  -1.4	-7.6	-9.6	1.0	-15.8	2.1	-7.8	6.2	5.3	-8.2	19.5
> COc1cc(COc2ccc(-c3nnco3)cc2)ccc1OC(F)F
  -6.2	29.2	-0.5	-16.4	-11.5	-6.2	10.9	-9.9	-3.6	-10.5	0.0
> CCOc1cc(/C=N/NC(=O)C(=O)NC2CC2)cc(Br)c1O
  -0.1	1.8	-10.7	-9.1	10.2	-0.5	22.4	-5.5	0.6	7.6	4.1
> CCN(CC)CC(C)CNC(=O)C1(O)c2ccccc2NC(=O)N1c1ccc(Cl)c(Cl)c1 (stereo not drawn)
  -4.8	-22.7	-3.7	-7.1	22.6	5.4	16.3	-5.3	-4.9	-10.3	-7.8
> CC(C)CCNc1nc(N2CCCC2)c2c(c1C#N)CCN(C)C2
  11.6	-6.2	-4.5	-7.1	6.0	-4.1	-6.3	-18.7	3.9	-22.8	-17.9
> COc1ccc(-c2ncncc2-c2csc(C)n2)c(O)c1
  -14.5	-15.6	.	3.1	25.0	-2.0	33.6	5.0	-22.4	7.9	13.5
> CN(CCc1ccccc1)c1cc2c(c3c1ccn3C)C1CCC2C1 (stereo not drawn)
  13.8	-3.6	.	.	-17.8	.	5.8	14.4	-14.2	-9.8	4.9
> COc1ccc(CN(Cc2ccccn2)C(=O)CN2C(=O)C(C)Oc3ccccc32)cc1 (stereo not drawn)
  8.4	-5.0	-4.8	-0.3	-13.2	4.3	-7.8	17.8	4.5	-2.3	-0.8
> O=C(Nn1cnc2ccccc2c1=O)c1ccccc1F
  -22.4	16.3	2.9	1.7	1.5	-3.1	-6.2	-12.2	12.4	-2.1	-7.2
> COc1ccc(-n2c(=O)[nH]cc(C(=O)Nc3ccc4c(c3)OCCO4)c2=O)cc1OC
  -0.5	-1.7	-10.3	-0.6	23.0	-1.4	15.5	-11.0	1.0	-16.9	-17.1
> COc1cccc(NC(=O)c2ccc3snnc3c2)c1
  -44.7	-37.6	2.9	7.3	-20.2	5.2	-13.0	4.4	0.0	-35.3	-45.4
> CCN(CC)c1ccc(S(=O)(=O)N2CCOCC2)cc1NC(=O)CNCc1cccc(Cl)c1
  5.8	1.5	2.0	-14.5	9.3	9.7	5.0	-1.7	0.6	-5.3	-4.7
> O=S(=O)(NCC1CCCO1)c1ccc(S(=O)(=O)N2CCCC2)cc1 (stereo not drawn)
  14.0	2.0	-4.1	6.7	3.7	0.5	4.9	20.8	-16.5	-11.6	-6.9
> CC(=O)Oc1c(S(=O)(=O)c2ccccc2)c(C)nn1C(C)(C)C
  1.6	3.6	27.1	9.2	1.7	4.7	-11.2	9.0	7.8	5.5	16.7
> COc1cc(NC(=O)c2ccccc2)c(OC)cc1NC(=O)CN1C(=O)N(C)C2(CCCCC2)C1=O
  -0.9	-11.1	-2.0	4.0	4.7	-5.0	-25.4	2.7	-8.3	3.9	1.0
> NCCSc1c(-c2ccc(F)cc2)[nH]c2ccccc12
  -12.1	6.5	9.9	3.9	12.2	0.3	-2.1	-22.2	9.1	-10.1	4.2
> Cc1cccn2c(=O)c3cc(C(=O)NCCN4CCOCC4)c(=N)n(Cc4cccnc4)c3nc12
  66.9	0.0	.	-9.4	13.2	-14.7	22.8	9.0	-35.4	48.9	43.0
> O=C(NCc1ccccc1)C1CCCN1S(=O)(=O)c1ccc(F)cc1 (stereo not drawn)
  0.7	-9.0	-1.6	-3.7	21.1	-22.7	-16.2	-0.4	2.4	2.3	3.6
> Cc1ccc(NC(=O)Cn2sc3ccccc3c2=O)cc1
  -5.1	8.8	4.9	1.7	3.9	0.7	-7.2	-10.3	22.1*	-15.2	-6.9

Retrieved one by one from above (2):
Sequence of screens: NR5A2 inv ag	TROY NFkB inh	Vif inh	TLR9-MyD88 inh	NR2F2 inh	LMP1 NFkB inh	NCOA2 inhibitor	TRAIL sens C8	NOD2-RIPK2 inh	NCOA1 inh	NCOA3 inh
> CCOc1cc(/C=N/NC(=O)C(=O)NC2CC2)cc(Br)c1O
  -0.1	1.8	-10.7	-9.1	10.2	-0.5	22.4	-5.5	0.6	7.6	4.1
> O=S(=O)(NCC1CCCO1)c1ccc(S(=O)(=O)N2CCCC2)cc1 (stereo not drawn)
  14.0	2.0	-4.1	6.7	3.7	0.5	4.9	20.8	-16.5	-11.6	-6.9

(list continues)
Sequence of screens: NR5A2 inv ag	TROY NFkB inh	Vif inh	TLR9-MyD88 inh	NR2F2 inh	LMP1 NFkB inh	NCOA2 inhibitor	TRAIL sens C8	NOD2-RIPK2 inh	NCOA1 inh	NCOA3 inh
> Cn1c(N)c(C#N)c(-c2ccccc2)c(C#N)c1=O
  -3.2	0.6	.	.	-13.8	.	-16.3	-33.6	5.7	-2.9	-1.8
> CCN(CC)S(=O)(=O)c1cc(NC(=O)COC(=O)CCc2nc3ccccc3s2)ccc1C
  13.6	0.5	-2.7	-4.5	-3.1	0.0	8.8	-24.9	-0.9	-5.6	6.6
> Cn1c2ccccc2c2nnc(SCC(=O)NC3CC3)nc21
  -4.7	6.8	13.3	5.5	-14.3	-4.2	-7.9	-14.1	-3.5	9.8	-10.9
> O=C1OC[C@@H]2CCCN2C(=O)[C@H](CC(=O)N(CCO)Cc2ccccc2)C/C=C\CC[C@H]1Cc1ccc(F)cc1
  -9.0	-3.9	-0.7	-2.5	5.7	-7.4	10.7	9.3	-1.7	-4.3	9.6
> CN(CCc1ccccc1)C(=O)c1cccc(NC(=O)Cc2cccc(NC(=O)C3CCN(C(=O)C4CCCC4)CC3)c2)c1
  1.0	8.7	-3.9	-6.1	3.6	-3.8	2.1	-2.2	-6.5	8.6	0.1
> COc1ccc(C(=O)Nc2nnc(-c3ccco3)s2)cc1
  -114.5	39.4	2.6	-10.2	-39.6	22.4	-42.1	59.4*	-3.2	-65.1	-37.6
> C=CCC[C@@H](Cc1ccc(F)cc1)C(=O)OCCNC(=O)[C@H](CC=C)CC(=O)NCCO
  -22.6	-0.9	.	-3.0	-12.6	-1.0	21.6	-5.1	-3.5	9.9	-20.9
> CCOc1ccc(N=C2SC(C(=O)Nc3ccccc3C#N)C(N)=C2C(=O)Nc2ccc(Cl)cc2)cc1 (stereo not drawn)
  4.5	25.1	-0.6	4.1	12.3	-5.2	-31.7	-0.5	-8.3	-5.4	3.2
> COc1cc(NC(=O)[C@@H](NC(=O)c2ccco2)C(C)C)c(OC)cc1NC(=O)c1ccccc1
  10.4	13.2	-2.3	0.6	2.2	4.8	-10.9	-4.7	-13.3	-22.9	-4.3
> COc1ncnc2c1cnn2-c1ccccc1
  -18.1	-51.4	-8.6	-9.3	-4.4	-13.4	-15.2	-6.4	2.6	-23.5	-13.2
> Cc1cc(C)cc(NCc2ccncc2)c1
  3.0	-3.6	-2.3	-2.7	-5.2	-5.4	0.0	9.1	-1.1	3.7	-7.2
> COc1ccccc1OCc1ccc(C(=O)N2CCOCC2)o1
  -18.0	3.5	3.0	-1.1	1.0	-2.4	-1.3	-1.6	-14.8	-6.3	-0.9
> Cc1ccn(CCC(=O)NC2CCCc3c2cnn3-c2cccc(C)c2C)n1 (stereo not drawn)
  4.0	7.1	-7.5	-9.4	9.6	1.2	-21.9	-5.5	-10.3	3.0	23.0
> CCCCOc1ccc(N(CC(=O)NCc2ccccc2)C(=O)c2csnn2)cc1
  -20.5	-11.4	-5.3	1.7	-17.1	-11.2	-19.5	1.3	-3.7	-2.9	-18.4
> CCOc1c(Cl)cc(CNCC(C)C)cc1Cl
  -10.4	-4.0	3.0	-5.6	2.0	2.0	-30.4	-4.7	-0.5	5.6	6.0
> O=[N+]([O-])c1ccccc1S(=O)(=O)Nc1ccc(S(=O)(=O)Nc2nccs2)cc1
  1.9	-0.2	3.0	3.7	8.8	4.5	-30.4	-7.3	-6.5	-10.5	-13.7
> O=C(NNc1nc2ccccc2s1)Nc1ccc(F)cc1
  -46.7	44.7	-3.8	4.6	-43.5	-7.9	-43.7	11.0	-7.4	-171.0	-67.5
> COc1ccc2c(c1)OC13CCCCC1C2C(C(=O)c1ccccc1)C(=O)N3 (stereo not drawn)
  9.3	1.1	-2.6	-0.2	-12.0	-1.1	-0.5	-10.9	-12.2	4.1	1.8
> COc1ccc(/C=C2\SC(=O)N(CCCC(=O)Nc3ccc(C(=O)O)cc3)C2=O)cc1
  74.2*	72.8*	-8.1	3.3	97.7*	49.9*	90.7*	4.3	7.4	72.7*	72.7*
> COc1ccc(NC(=O)CN(C)C(=O)c2ccc(=O)[nH]c2)cc1
  20.9	-26.9	20.3	-4.8	-16.4	-3.1	-14.3	9.8	-8.8	-5.2	14.0
> COc1ccc(S(=O)(=O)N2CCOCC2)cc1NC(=O)CO/N=C/c1ccccc1OC(F)F
  -20.6	8.4	-1.5	-6.5	9.1	-0.5	13.6	-3.2	-1.3	-0.5	17.5
> Cc1ccc(C)c(-n2c(=O)c(C#N)cc3c(=O)n4ccccc4nc32)c1
  10.1	3.2	-1.7	-7.5	-5.9	-1.5	11.7	-2.9	-19.1	-0.3	-0.3
> CCN(Cc1cccs1)C(=O)c1cccc(S(=O)(=O)N2CCN(C)CC2)c1
  -5.7	-10.1	-1.7	-11.0	-9.9	4.5	6.1	-10.3	-2.3	-18.3	4.6
> COc1cccc(CNc2ccc([N+](=O)[O-])c(NCC(=O)O)n2)c1
  -2.7	-5.9	-4.6	6.9	-8.3	-2.6	-4.1	-0.4	-117.8	7.6	-8.5
> C[C@H](CO)N1C[C@H](C)[C@@H](CN(C)S(=O)(=O)c2ccc(-c3ccccc3)cc2)OCc2cn(nn2)CCCC1=O
  17.1	-3.2	8.2	1.1	-4.4	4.0	-14.7	-7.8	6.7	4.9	-9.5
> CC(NC(=O)C1=CC=CN2CCS(=O)(=O)N=C12)c1ccc(Cl)c(Cl)c1 (stereo not drawn)
  -0.8	-13.7	11.0	-6.2	-16.8	-6.8	11.6	3.8	-0.2	-17.6	-22.6
> O=C(COc1ccccc1Cl)Nc1ccc(NC(=O)c2ccco2)cc1
  -34.9	-10.8	1.8	0.4	9.5	-1.8	-10.9	-28.1	-10.5	-32.6	-9.1
> CCCCn1c(N)c(N(CCC(C)C)C(=O)CSc2nncn2-c2ccccc2)c(=O)[nH]c1=O
  -6.6	-0.7	-4.3	-3.4	-4.1	-3.9	1.9	8.8	-2.9	-4.8	-12.2
> CC1(OC(=O)C2CCCC2)C(=O)C=C2C=C(c3ccsc3)N(C(CO)CO)C=C2C1=O (stereo not drawn)
  6.2	-10.2	-0.7	10.5	12.1	3.2	0.7	-18.7	6.1	0.5	6.5
> CSc1ccc(/C=C/C(=O)c2ccc(NC(C)=O)cc2)cc1
  -4.0	-12.6	0.5	5.1	-7.8	1.0	4.2	-1.5	0.7	11.9	4.5
> Cc1onc(-c2c(Cl)cccc2Cl)c1C(=O)Nc1ccc(Cl)cn1
  7.2	4.8	-7.1	-1.4	8.2	-3.8	6.5	7.3	-14.5	-18.1	10.7
> O=C(CNC(=O)c1ccc(Cl)cc1)OCC(=O)N1CCCC1
  8.6	13.3	-4.6	0.8	10.8	1.7	-3.1	-11.8	-2.3	-24.0	11.2
